# AP ELISA ortho – alternative pathway complement inhibition, orthogonal assay; Human serum alternative complement pathway, LPS-coated ELISA, C3 deposition; tested in compound mixtures; inhibition, % at 5 µM; 62,000 compounds, 0.08% hits;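 active = inhibition above 30% in each of the two pooled mixtures holding the compound, so the lower value exceeds 30%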;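 note: 0% = serum in Mg-EGTA without compound and 100% = EDTA serum blank; some compounds past the cut are filed as inactive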
#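 Test system – human serum alternative complement pathway, C3 deposition on LPS-coated wells · Buffer or medium – diluted human serum in Mg2+-EGTA GVB++ · Compound dosing – 5 µM each compound, pools of ten, 50 µM per pool · Schedule – 1 h serum-compound exposure at 37 °C · Measured by – Anti-C3 ELISA, OD 450 nm · Read-out basis – percent inhibition of C3 deposition onto LPS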
# CatG inh – inhibitors of human cathepsin G. P08311. purified enzyme, AMC-tetrapeptide fluorescence, pooled mixtures. inhibition, % at 5 µM (by protocol). 62,000 compounds, 0.2% hits. AID 581;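 active = inhibition above 20% in each of the two mixture wells holding the compound; inactive = inhibition of 20% or less in either well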;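 note: 0% = enzyme control without mixture and 100% = blank lacking enzyme; strong numbers were not always called active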
# Target sequence (P08311 21-244 limits assumed): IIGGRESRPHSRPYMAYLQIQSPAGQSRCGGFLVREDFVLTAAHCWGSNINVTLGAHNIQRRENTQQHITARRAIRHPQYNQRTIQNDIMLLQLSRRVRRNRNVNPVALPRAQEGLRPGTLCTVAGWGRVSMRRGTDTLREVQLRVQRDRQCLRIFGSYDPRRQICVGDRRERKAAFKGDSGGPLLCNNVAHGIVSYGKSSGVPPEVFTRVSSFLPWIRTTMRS
# C1s inh – human complement C1s inhibition | P09871 | purified C1s, fluorogenic AMC substrate, pooled mixtures | mean inhibition % of two 10-compound mixtures (stronger effect = higher value), % at 5 µM (by protocol) | 62,000 compounds, 0.16% hits | AID 538;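 active = inhibition above 20% in each of the two 10-compound mixture wells holding the compound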;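 note: 0% = enzyme wells lacking compound mixture and 100% = no-enzyme blank wells; some compounds called inactive have numbers as strong as hits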
# CatL inh – inhibitors of human cathepsin L; inhibition, %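 (tested at 10 µM)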; 58,000 compounds, 0.17% hits; P07711; purified cathepsin L, fluorogenic substrate, fluorescence; in the data active = inhibition above about 45%;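 note: 0% = enzyme with no compound and 100% = no enzyme blank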
# Target sequence (P07711 114-288 limits assumed): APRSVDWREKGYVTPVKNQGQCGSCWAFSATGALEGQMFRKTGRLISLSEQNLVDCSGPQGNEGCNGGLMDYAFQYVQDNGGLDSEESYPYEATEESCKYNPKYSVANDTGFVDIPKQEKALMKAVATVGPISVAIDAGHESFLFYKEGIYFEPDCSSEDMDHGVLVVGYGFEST
# Target sequence (P07711 292-333 limits assumed): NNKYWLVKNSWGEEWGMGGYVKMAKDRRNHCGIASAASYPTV
# CatS block – blocks human cathepsin S protease activity; P25774; recombinant cathepsin S, AMC dipeptide fluorescence, pooled mixtures; inhibition, %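 (tested at 5 µM per compound within 10-compound mixtures)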; 62,000 compounds, 0.06% hits; AID 501; in the data active = inhibition above about 32%, passing the limit was not always enough;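 note: 0% = enzyme without compound and 100% = blank without enzyme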
# Target sequence (P25774 115-331 limits assumed): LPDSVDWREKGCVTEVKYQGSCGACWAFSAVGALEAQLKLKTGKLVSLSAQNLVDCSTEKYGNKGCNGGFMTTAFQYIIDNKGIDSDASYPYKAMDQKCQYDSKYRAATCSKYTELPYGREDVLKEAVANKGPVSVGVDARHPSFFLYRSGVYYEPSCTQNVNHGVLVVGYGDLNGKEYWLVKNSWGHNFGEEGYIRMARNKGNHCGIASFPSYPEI
# CatB mixtures – human cathepsin B inhibition by mixtures; 62,000 compounds, 0.06% hits; inhibition, %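 (ten-compound pools at 5 µM per compound and 50 µM total)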; P07858; Purified cathepsin B, AMC dipeptide fluorescence, compound mixtures; in the data active = inhibition above about 22%, passing the limit was not always enough;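 note: 0% = enzyme without compound and 100% = no enzyme blank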
# CatB inh – human cathepsin B inhibition; AID 453; inhibition, %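 (tested at 10 µM)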; P07858; 63,000 compounds, 0.1% hits; purified cathepsin B, fluorogenic substrate, fluorescence; in the data active = inhibition above about 21%;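 note: 0% = enzyme with no compound and 100% = no enzyme blank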
# E coli RNAP – blocks E. coli RNA polymerase transcription | P0A8V2 | fluorescence transcription assay | inhibition, %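 (tested at 10 µM)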 | 62,000 compounds, 0.2% hits | AID 559; in the data active = inhibition above about 20%;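 note: 0% = enzyme without compound and 100% = no enzyme blank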
# FXIa inh mix – blocks human factor XIa in pooled compound mixtures; purified FXIa, fluorogenic substrate; 62,000 compounds, 0.19% hits; inhibition, % at 5 µM; P03951; in the data active = inhibition above about 20%, passing the limit was not always enough;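 note: each value is inhibition by a whole ten-compound pool holding the compound; 0% = enzyme with no mixture and 100% = wells lacking enzyme; strong numbers were not always called active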
# * hit, by the source's call; / = no result given. Some of the compounds tested; rates above refer to the full screens.
1	COc1cccc(C2=NOC(C(=O)Nc3cc(OC)c(OC)c(OC)c3)C2)c1 (centres undefined)
2	COc1cc(C2C(C#N)=C(N)Oc3c2oc(CO)cc3=O)ccc1OC(C)C (centres undefined)
3	O=C1c2ccccc2C(Nc2ccc(S(=O)(=O)N3CCCCC3)cc2)N1c1ccccn1 (centres undefined)
4	O=C(COC(=O)c1n[nH]c2ccccc12)NC(=O)NC1CCCCC1
5	CCCSc1nc2c(c(=O)[nH]c(=O)n2C)n1CCc1ccccc1
6	COc1cccc(OC)c1-c1nnc(-c2cn(C)c3ccccc23)o1
7	Cc1ccc(/C=C/S(=O)(=O)N2CCC(C(=O)O)CC2)cc1
8	Cc1cc(C)nc(NS(=O)(=O)c2ccc(N3C(=O)C4CC=C(Cl)CC4C3=O)cc2)n1 (centres undefined)
9	CC(c1ccccc1)n1cc(C(=O)NCC2COc3ccccc3O2)nn1 (centres undefined)
10	NC(=O)c1nsc(C(=O)N(CCc2ccccc2)C(C(=O)NC2CCCC2)c2ccco2)c1N (centres undefined)
assay / compound	1	2	3	4	5	6	7	8	9	10
E coli RNAP	-1	3	5	10	4	7	4	6	6	-1
CatS block	-5	7	3	-3	-24	15	0	-6	4	6
CatB inh	-3	-1	-3	0	-2	11	4	-1	-2	0
FXIa inh mix	5	-7	7	11	8	12	5	7	4	2
CatB mixtures	0	-3	1	6	8	2	3	7	3	4
CatL inh	-8	-9	/	7	-3	-10	0	-9	/	-8
C1s inh	7	-23	-30	2	3	1	20	12	-2	-6
AP ELISA ortho	10	-8	6	3	6	2	11	14	9	12
CatG inh	3	-10	-1	-2	3	13	15	12	-1	12

11	Cc1sc(NC(=O)c2ccco2)nc1-c1ccc2c(c1)CC(C)N2C(=O)C1CC1 (centres undefined)
12	O=C(CCS(=O)(=O)c1cccc2nonc12)NCCc1ccccc1
13	CCOc1ccc(NC(=O)C2CC(C)=C(C)CC2C(=O)O)cc1 (centres undefined)
14	Nc1nc(CSc2nnnn2-c2ccc(F)c(Cl)c2)nc(N2CCOCC2)n1
15	COC(=O)c1[nH]c2ccc(Cl)cc2c1NC(=O)CCN1CCOCC1
16	COc1ccc(-c2nc(SCC(=O)N3CCOCC3)n[nH]2)cc1
17	Cc1c(C#N)c2ncnc(N)c2n1-c1ccccc1
18	CCOC(=O)C1CCCN(C(=O)C2CCN(c3nnc(-n4cccc4)s3)CC2)C1 (centres undefined)
19	CCCC(=O)C1=C(N(C)c2ccccc2)CC(C)(C)C(C(=O)OC)C1=O (centres undefined)
20	C1CN(c2nc3nonc3nc2N2CCOCC2)CCO1
assay / compound	11	12	13	14	15	16	17	18	19	20
E coli RNAP	9	-1	-2	4	1	2	8	-5	4	3
CatS block	8	-6	0	3	7	1	0	-14	-2	-2
CatB inh	1	-1	0	-1	-2	-2	-1	6	1	0
FXIa inh mix	-2	4	8	4	3	2	3	-2	1	6
CatB mixtures	2	1	0	3	-4	-1	2	-4	7	0
CatL inh	5	-2	1	2	-2	13	17	/	-1	2
C1s inh	-69	-24	-10	7	-8	1	12	-43	-40	2
AP ELISA ortho	8	13	6	5	20	6	10	2	9	13
CatG inh	-3	8	-4	7	1	1	9	-14	-9	4

21	N#Cc1c(N)nc2c(c1-c1ccccc1)CCCC2
22	Cc1ccc(-c2cc3nc4c(c(=O)n3[nH]2)CCCC4)cc1
23	CN1C(=O)c2cccc3c(S(=O)(=O)NCc4ccco4)ccc1c23
24	Cc1nc2cc(-c3cccc(F)c3)nn2c(C)c1CCC(=O)NC(C)CCc1ccco1 (centres undefined)
25	COc1ccccc1N1CCN(CC(=O)Nc2cc(F)ccc2C)CC1
26	Nc1c(C(=O)N2CCCCC2)sc(=S)n1-c1ccccc1
27	COc1ccccc1CN1CC(C(=O)N2CCN(c3ccc(F)cc3)CC2)CC1=O (centres undefined)
28	c1ccc(CSc2nnc(-c3cccs3)o2)cc1
29	Cc1cc(-c2nnco2)c(C)n1-c1ccc(F)cc1
30	O=C(O)c1ccc(-c2ccc(O)c(F)c2)cc1
31	COc1ccc(-c2cc(C(=O)N3CCOCC3)no2)cc1OC
32	CN1C(=O)N(C)C2C1N(CN1CCCCC1)C(=O)N2CN1CCCCC1 (centres undefined)
33	CCOC(=O)CN(C(=O)CNC(=O)c1ccco1)C(C(=O)NC1CCCC1)c1ccccc1OCC (centres undefined)
assay / compound	21	22	23	24	25	26	27	28	29	30	31	32	33
E coli RNAP	/	-2	2	7	5	11	4	8	4	7	4	2	11
CatS block	-3	1	10	10	8	20	-5	-11	0	27	-2	-3	-1
CatB inh	2	0	2	2	6	2	0	-3	-3	6	1	-2	5
FXIa inh mix	-3	5	0	4	4	1	0	5	3	2	7	3	6
CatB mixtures	-8	1	2	5	6	1	4	4	1	4	7	3	2
CatL inh	-2	2	-42	10	5	10	8	-1	4	22	-4	0	-6
C1s inh	-20	13	-12	11	-9	10	-1	-13	2	-21	16	-1	5
AP ELISA ortho	18	12	-11	7	7	3	17	10	-6	-11	11	-3	6
CatG inh	3	4	-2	9	-3	2	5	1	0	-5	14	-5	7

# 14 structures from above, sorted by count of non-hydrogen atoms, rising:
30	O=C(O)c1ccc(-c2ccc(O)c(F)c2)cc1
28	c1ccc(CSc2nnc(-c3cccs3)o2)cc1
21	N#Cc1c(N)nc2c(c1-c1ccccc1)CCCC2
7	Cc1ccc(/C=C/S(=O)(=O)N2CCC(C(=O)O)CC2)cc1
16	COc1ccc(-c2nc(SCC(=O)N3CCOCC3)n[nH]2)cc1
23	CN1C(=O)c2cccc3c(S(=O)(=O)NCc4ccco4)ccc1c23
4	O=C(COC(=O)c1n[nH]c2ccccc12)NC(=O)NC1CCCCC1
25	COc1ccccc1N1CCN(CC(=O)Nc2cc(F)ccc2C)CC1
9	CC(c1ccccc1)n1cc(C(=O)NCC2COc3ccccc3O2)nn1 (centres undefined)
1	COc1cccc(C2=NOC(C(=O)Nc3cc(OC)c(OC)c(OC)c3)C2)c1 (centres undefined)
18	CCOC(=O)C1CCCN(C(=O)C2CCN(c3nnc(-n4cccc4)s3)CC2)C1 (centres undefined)
27	COc1ccccc1CN1CC(C(=O)N2CCN(c3ccc(F)cc3)CC2)CC1=O (centres undefined)
assay / compound	30	28	21	7	16	23	4	25	9	1	18	27
E coli RNAP	7	8	/	4	2	2	10	5	6	-1	-5	4
CatS block	27	-11	-3	0	1	10	-3	8	4	-5	-14	-5
CatB inh	6	-3	2	4	-2	2	0	6	-2	-3	6	0
FXIa inh mix	2	5	-3	5	2	0	11	4	4	5	-2	0
CatB mixtures	4	4	-8	3	-1	2	6	6	3	0	-4	4
CatL inh	22	-1	-2	0	13	-42	7	5	/	-8	/	8
C1s inh	-21	-13	-20	20	1	-12	2	-9	-2	7	-43	-1
AP ELISA ortho	-11	10	18	11	6	-11	3	7	9	10	2	17
CatG inh	-5	1	3	15	1	-2	-2	-3	-1	3	-14	5

24	Cc1nc2cc(-c3cccc(F)c3)nn2c(C)c1CCC(=O)NC(C)CCc1ccco1 (centres undefined)
10	NC(=O)c1nsc(C(=O)N(CCc2ccccc2)C(C(=O)NC2CCCC2)c2ccco2)c1N (centres undefined)
assay / compound	24	10
E coli RNAP	7	-1
CatS block	10	6
CatB inh	2	0
FXIa inh mix	4	2
CatB mixtures	5	4
CatL inh	10	-8
C1s inh	11	-6
AP ELISA ortho	7	12
CatG inh	9	12

# Screens (PubChem BioAssay)
